FXIa inh 1536 – human FXIa protease inhibitors, primary screen, biochemical, 1536-well. Coagulation factor XI (Homo sapiens), P03951. purified FXIa, Boc-Glu-Ala-Arg-AMC fluorogenic substrate. inhibition, % at 5 µM. 220,000 tested, 0.14% active;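 active = inhibition of at least 40%; inactive = inhibition below 40%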;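 note: fluorescence of freed AMC excited at 355 nm; 0% = enzyme without compound and 100% = no enzyme blank; many of its hits are not listed in these tables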
Wee1 stabilizer – Wee1 degradation inhibitors, primary screen, cell-based, HeLa, Wee1K328M-luciferase, luminescence | 220,000 tested, 1.2% active | Wee1-like protein kinase (Homo sapiens), P30291 | AID 1321, 2008 | reporter increase, % at 5 µM | HeLa Luc-Wee1K328M stability; 100% = proteasome inhibitor MG132 effect;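 active = activation above the mean of all tested compounds plus 3 SD, set per screening run, cut at about 8.8% in these data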;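 note: cells exposed to compound for 20 h before luminescence read; 0% = DMSO alone and 100% = MG132 at 30 µM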
p97 inhibitor – inhibitors of human p97 ATPase, primary screen, biochemical; inhibition, % at 8 µM; Transitional endoplasmic reticulum ATPase (Homo sapiens), P55072; 220,000 tested, 0.42% active; recombinant p97 ATPase, Kinase-Glo ATP luminescence, 3 h; in the data active = inhibition above about 15%;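 note: 0% = DMSO vehicle and 100% = wells lacking enzyme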
Target sequence (P55072 whole entry, looked up): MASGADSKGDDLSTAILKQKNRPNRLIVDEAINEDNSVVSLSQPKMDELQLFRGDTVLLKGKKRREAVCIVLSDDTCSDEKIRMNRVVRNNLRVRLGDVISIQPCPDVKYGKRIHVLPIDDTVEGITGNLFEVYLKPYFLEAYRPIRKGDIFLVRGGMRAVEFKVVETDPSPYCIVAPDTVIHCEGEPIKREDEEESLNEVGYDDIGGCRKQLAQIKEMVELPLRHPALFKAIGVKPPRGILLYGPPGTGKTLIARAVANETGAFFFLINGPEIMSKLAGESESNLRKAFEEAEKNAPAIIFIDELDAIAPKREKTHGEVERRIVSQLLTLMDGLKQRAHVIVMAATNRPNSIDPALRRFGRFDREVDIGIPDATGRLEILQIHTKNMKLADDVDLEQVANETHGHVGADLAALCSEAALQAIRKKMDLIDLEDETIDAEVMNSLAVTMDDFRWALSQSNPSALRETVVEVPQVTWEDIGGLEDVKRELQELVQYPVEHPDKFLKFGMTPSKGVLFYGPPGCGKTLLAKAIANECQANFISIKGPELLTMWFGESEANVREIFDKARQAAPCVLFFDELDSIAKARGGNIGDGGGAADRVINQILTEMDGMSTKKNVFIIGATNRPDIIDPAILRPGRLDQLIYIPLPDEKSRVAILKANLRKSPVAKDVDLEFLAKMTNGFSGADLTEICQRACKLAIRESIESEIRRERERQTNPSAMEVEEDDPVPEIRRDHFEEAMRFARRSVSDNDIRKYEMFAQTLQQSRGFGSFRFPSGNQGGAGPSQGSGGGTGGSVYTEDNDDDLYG
eIF4E 4G PPI – eIF4E–eIF4G protein interaction inhibitors, primary screen, biochemical, uHTS, TR-FRET, eIF4GI fragment | Eukaryotic translation initiation factor 4E (Mus musculus) + Eukaryotic translation … | TR-FRET eIF4E-eIF4GI(517-606) binding, 2 h | inhibition, % at 21.7 µM | 220,000 tested, 0.37% active | AID 782, 2007;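 active = inhibition above about 30%, limit read from the data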;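 note: 0% = full FRET control wells and 100% = background wells lacking eIF4GI fragment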
Mdm2 ligase inh – MDM2-luciferase reporter signal enhancers, primary screen, MDM2 E3 ligase inhibitor project, cell-based, luminescence, 1536-well; signal enhancement, % at 5 µM; 210,000 tested, 0.11% active; cell-based MDM2 ubiquitination luciferase reporter, 2 h; 0 = plate control, 100 = twice control, blank-subtracted; AID 1230, 2008;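 active = signal enhancement of 30% or more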;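 note: luminescence tracks abundance of the self-degrading MDM2-luciferase fusion protein; higher signal means inhibition of MDM2 E3 ligase activity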
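Assay system: stable mammalian line carrying autodegrading MDM2–luciferase fusion reporter; Input: 2000 cells in each well; Compound dosing: single-point 5 µM; Schedule: 2 h compound exposure at 37 °C; Signal: SteadyLite luciferase luminescence after 15 min room-temperature reagent incubation; Evaluation: % luminescence enhancement versus blank-corrected plate control mean; Benchmarks: plate controls and plate blanks.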
14-3-3 Bad inh – inhibitors of 14-3-3 zeta/Bad binding, primary screen, biochemical, TR-FRET, bovine 14-3-3 zeta; 14-3-3 protein zeta/delta (Bos taurus), P63103; TR-FRET 14-3-3zeta/Dy647-pBad peptide displacement, 1 h; inhibition, % at 21.7 µM; 220,000 tested, 0.71% active;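 active = inhibition above about 70%, limit read from the data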;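 note: 0% = full 14-3-3 plus peptide FRET controls and 100% = background without 14-3-3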
FXIIa inh 1536 – human FXIIa protease inhibitors, primary screen, biochemical, 1536-well | Coagulation factor XII (Homo sapiens), P00748 | purified FXIIa, Boc-QGR-AMC fluorogenic substrate, 2 h | inhibition, % at 5 µM | 220,000 tested, 0.3% active | AID 800, 2007; in the data active = inhibition above about 40%;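 note: 0% = enzyme with no compound and 100% = blank without enzyme; many of its hits are not listed in these tables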
Rad51 HR inh – human RAD51 strand exchange inhibitors, primary screen, biochemical, fluorescence; hRad51 DNA strand exchange, fluorescence dequenching; inhibition, % at 10 µM; 200,000 tested, 0.085% active;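 active = inhibition above 40% at the single screening dose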;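 note: 0% = DMSO control wells and 100% = blanks with heterologous ssDNA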
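Material: hRad51 filaments on single-stranded DNA; Reagent: Donor/quencher-labelled 47-bp dsDNA substrate; Compound: 10 µM final, single point; Schedule: 37 °C 15-min filament assembly, 30-min compound preincubation, 15-min exchange; Technique: FRET fluorescence, excitation 485 nm, emission 520 nm; Benchmarks: control wells and blank wells on each plate.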
KLK5 inh – human KLK5 protease inhibitors, primary screen, biochemical, 1536-well. recombinant hK5, fluorogenic AMC substrate cleavage. inhibition, % at 5 µM. 210,000 tested, 0.59% active;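 active = inhibition of 40% or more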;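 note: 0% = enzyme controls without compound and 100% = no-enzyme blanks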
Target sequence (Q9Y337 67-293 limits assumed): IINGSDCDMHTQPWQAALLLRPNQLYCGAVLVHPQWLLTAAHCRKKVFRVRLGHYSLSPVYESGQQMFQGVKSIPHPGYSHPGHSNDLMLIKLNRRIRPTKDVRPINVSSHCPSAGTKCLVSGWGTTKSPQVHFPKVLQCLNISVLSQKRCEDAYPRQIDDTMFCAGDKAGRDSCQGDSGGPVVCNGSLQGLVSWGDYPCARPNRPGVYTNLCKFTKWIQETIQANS
Numbers without * were called inactive; nt = no result given; [ ] = dose if it differs, or a comment. Outcome played no part in choosing rows. Share with any hit: about 3.5%.

SMILES	FXIa inh 1536	Wee1 stabilizer	p97 inhibitor	eIF4E 4G PPI	Mdm2 ligase inh	14-3-3 Bad inh	FXIIa inh 1536	Rad51 HR inh	KLK5 inh
CC(=O)C1C(c2cn(-c3ccccc3)nc2-c2cccs2)NC(=O)NC1(O)C(F)(F)F (configuration not stated)	1	-3	-2	3	8	-6	9	nt	-19
O=C(N/N=C/c1cn(-c2ccccc2)nc1-c1cccs1)c1ccccc1F	8	1	-3	-2	-1	9	13	17	-7
N/C(=N\S(=O)(=O)c1cc(C(F)(F)F)cc(C(F)(F)F)c1)c1ccccc1	-1	-3	5	8	0	-1	4	-9	-2
CCc1ccc(N(C(=O)Cn2nnc(-c3ccccc3)n2)C(C(=O)NC2CCCCC2)c2ccccn2)cc1 (configuration not stated)	0	0	-6	-2	-9	15[fluorescence artefact?]	6	21	0
CCOC(=O)N1CCN(C(=O)CN(c2ccccc2)S(C)(=O)=O)CC1	1	-5	5	1	-13	0	8	-3	4
Cc1ccc(NC(=O)CCl)cc1S(=O)(=O)N1CCCCCC1	4	-3	5	-4	-4	-3	8	3	-1
O=C(CSc1ccc(-c2ccc(F)cc2)nn1)N1CCCc2ccccc21	3	3	7	5	-3	5	8	7	3
COc1ccc2c(c1OC)C(=O)N1N=C(c3ccc(O)cc3)CC21 (configuration not stated)	3	0	4	-10	-9	-2	11	4	-6
COc1cccc(/C=N/NC(=O)CNC(=O)c2ccco2)c1O	2	0	6	1	-7	-10	6	-18	-7
CCN1C(=O)/C(=C\c2cn(-c3ccccc3)nc2-c2cccnc2)SC1=S	5	-3	1	15	-12	78*	12	2	6
O=C(Nc1ccccc1C(=O)N1CCCC1)c1cccc(S(=O)(=O)N2CCCCC2)c1	-6	5	1	5[fluorescence artefact?]	2	-5	8	6	0
CCOC(=O)C1CCN(S(=O)(=O)c2ccc(C(C)=O)cc2)CC1	8	6	-5	2	-5	9	9	4	1
O=C(CSc1nnc(-c2ccc3c(c2)OCO3)n1-c1ccccc1)c1ccc(Cl)cc1	0	-1	6	-1	-1	2	9	4	-16
COC(=O)c1ccccc1NC(=O)c1ccc(COc2cccc3ccccc23)o1	-4	3	1	-10	-25	-12	3	-4	-8
Cn1cccc1C(=O)c1ccc(Cl)cc1Cl	18	3	4	0	-4	-9	12	10	-15
CCCOc1cccc(C2/C(=C(/O)c3ccc(OC)cc3)C(=O)C(=O)N2CCN(C)C)c1 (configuration not stated)	-2	0	0	-1	-3	32	10	-8	-4
O=C(O)/C=C\c1cc2c(cc1[N+](=O)[O-])OCO2	-3	-1	2	-4	1	-1	3	-9	-13
Cc1ccc(-c2csc(N3C(=N)SCC3=O)n2)cc1	4	7	6	-3	nt	-6	9	9	3
COC(=O)C1=C(C)NC2=C(C(=O)CC(C)(C)C2)C1c1cnn(C)c1C (configuration not stated)	-1	-3	1	9	-3	6[fluorescence artefact?]	4	5	-6
Cc1nc(SCC(=O)c2ccc(F)cc2)n[nH]1	6	3	5	-3[fluorescence artefact?]	-15	-9[fluorescence artefact?]	10	2	-16
COc1ccc(N=C2S/C(=C\c3cccs3)C(=O)N2CC(C)C)cc1	3	-1	-4	-4	-7	-2	18	5	-5
COc1ccc(S(=O)(=O)N(CC(=O)O)c2ccccc2)cc1	-4	-1	1	10[fluorescence artefact?]	-11	-7	11	0	-24
CC(=O)c1sc2c(c1OC(=O)c1ccc(Cl)cc1Cl)c(=O)n(-c1ccccc1)c(=S)n2-c1ccccc1	2	0	3	-1	-56	-6	6	4	4
Cc1ccn2c(NCc3ccc4c(c3)OCO4)c(-c3ccc(O)cc3)nc2c1	17	1	-2	3[fluorescence artefact?]	-7	7	16	-5	-31
CCc1ccc(C(=O)CN(C#N)c2nc(C)cc(C)n2)cc1	-5	-1	1	4	-7	3	8	-4	0
Cc1cccc(C)c1OCC(=O)NCc1nnc(SCC(=O)NC2CCCCC2)n1C	0	-3	-8	-5[fluorescence artefact?]	-7	-6[fluorescence artefact?]	4	-1	-17
O=C(O)CNC(=O)CC12CC3CC(CC(C3)C1)C2	-8	-1	5	-1	-20	12[fluorescence artefact?]	17	nt	1
NNC(=O)Cc1csc(-c2ccccc2)n1	1	-1	-4	-1	-8	-4	8	12	-1
Cc1ccc(S(=O)(=O)NCC(=O)N2CCCCC2)cc1	4	-1	0	0	-9	-2	9	-6	-16
Cc1[nH]n(-c2ccccc2)c(=O)c1C(c1cccc([N+](=O)[O-])c1)c1c(C)[nH]n(-c2ccccc2)c1=O	-4	1	4	-2	0	-6	4	-11	-5
O=C(NCc1cccnc1)/C(=C\c1ccc(-c2ccc(Cl)c(Cl)c2)o1)S(=O)(=O)c1ccccc1	11	2	6	-1	nt	-6	10	nt	-22
O=c1c2ccccc2[nH]c(=S)n1Cc1cccs1	3	-1	0	-3	-4	0	11	1	-19
Cc1ccc(S(=O)(=O)n2nccc2-c2c(-c3ccc(Cl)cc3)noc2C)cc1	3	3	4	1	-11	-5	6	-1	-1
COC(=O)[C@@]1(Cc2ccc(F)cc2)[C@H]2c3cc(C(=O)N4CCCC4)n(CCO)c3C[C@H]2CN1C(=O)c1ccccc1	9	-2	2	5	nt	-8	18	-4	-5
O=C(CCCc1nc(-c2ccccc2Cl)no1)NC1CCCCC1	5	-2	-5	0	7	8[fluorescence artefact?]	7	16	-6
O=C(Cn1nnc(-c2cccc(C(F)(F)F)c2)n1)N1CCOCC1	23	-2	1	0	-13	-8	17	3	51*
CCN(C(=O)CSc1ncn[nH]1)C1CCCCC1	-2	9	6	-9[fluorescence artefact?]	-15	-5	6	-7	-12
C(=C\c1ccccc1)/C=N/N1CCN(Cc2ccccc2)CC1	7	-1	-5	1	-13	-2	12	2	2
O=C(COc1ccc(/C=N/NC(=O)CSCc2ccc([N+](=O)[O-])cc2)cc1)NCc1ccco1	6	-4	4	-3[fluorescence artefact?]	-2	3	5	-6	4
CCCS(=O)(=O)N1CCN(C(=O)c2cccs2)CC1	-2	-1	6	4	-1	13[fluorescence artefact?]	11	5	-22
Cc1ccccc1Nc1nc(N)nc(CSc2nc3ccccc3s2)n1	9	-2	1	2	-7	-22	14	-2	-18
O=C(O)CN1CCCC1=Nc1ccccc1	0	0	2	nt	-9	nt	1	8	-4
CCOC(=O)c1c(CSc2ccccc2)n(C)c2ccc(O)c(CN3CCN(C)CC3)c12	3	0	5	2	-10	-10	5	-5	-1
COc1ccc(CCNC(=O)COc2ccc(C)nc2[N+](=O)[O-])cc1OC	0	1	2	-4	-18	-1	1	-1	-6
Cc1nn(C)c(C)c1NC(=O)c1ccnn1C	-2	2	-2	-2	-3	2	5	-1	-17
O=C(N/N=C/c1ccco1)c1ccc(N2CCCC2=O)cc1	0	3	-2	4	1	-5[fluorescence artefact?]	8	0	-5
CC(C)(C)NS(=O)(=O)c1ccc(CCC(=O)NCc2cccnc2)cc1	-10	1	0	-2	-7	-5	2	-7	-11
Cc1noc(C)c1NC(=O)NCCN1CCN(Cc2ccccc2)CC1	-3	-1	4	9	-11	-7	5	21	-2
CCCCC(CCC(=O)O)(C(=O)OCC)c1csc(Nc2ccc(C)cc2)n1 (configuration not stated)	0	2	-3	1	-5	-18	10	-2	8
Cc1ccc(SCc2cn3ccccc3n2)cc1	3	9.3*	-2	2	-62	3	13	21	0
CCCCn1nc(C(=O)O)ccc1=O	-12	-2	6	-7	-11	0	13	-3	9
CCc1nnc2sc(-c3ccc(NC(=O)c4ccc5c(c4)OCCO5)cc3)nn12	-2	1	-1	-12	-10	21	14	12	-13
Cc1nnc(SCC(=O)Nc2nsc(-c3ccccc3)n2)s1	-2	-3	5	-1[fluorescence artefact?]	-9	0	16	2	-2
COC(=O)C(c1cc(OC)c(O)c(OC)c1)(N1CCNC(C)C1)C(F)(F)F (configuration not stated)	-3	-1	6	-1	-7	0[fluorescence artefact?]	-8	0	0
O=C(CSc1nc2cc(Cl)ccc2s1)NCc1ccc2c(c1)OCO2	23	1	1	-1	-5	2	22	2	-13
COc1ccc(Oc2cc(F)nc(N)n2)cc1	9	-1	-5	7	8	-5	2	-7	0
CCn1nc(C)c(/C=N/NC(=O)Cn2nnnc2N)c1C	0	-4	6	1	-2	-2	8	nt	1
CC(C)(C)c1ccc(N=C2SCC(=O)N2Cc2cccs2)cc1	0	-1	-4	-1	-6	-8	6	12	-4
COc1ccc(C(=O)NC(C(=O)N2CCc3ccccc32)C(C)C)cc1 (configuration not stated)	1	2	2	1	6	-2	10	6	-12
NC(=O)CSc1nc2scc(-c3ccc(Cl)cc3)c2c(=O)n1Cc1ccccc1	7	1	3	7	-17	3[fluorescence artefact?]	13	0	-5

Entries listed so far marked active in KLK5 inh.
SMILES	FXIa inh 1536	Wee1 stabilizer	p97 inhibitor	eIF4E 4G PPI	Mdm2 ligase inh	14-3-3 Bad inh	FXIIa inh 1536	Rad51 HR inh	KLK5 inh
O=C(Cn1nnc(-c2cccc(C(F)(F)F)c2)n1)N1CCOCC1	23	-2	1	0	-13	-8	17	3	51*

Continued:
SMILES	FXIa inh 1536	Wee1 stabilizer	p97 inhibitor	eIF4E 4G PPI	Mdm2 ligase inh	14-3-3 Bad inh	FXIIa inh 1536	Rad51 HR inh	KLK5 inh
O=C(Nc1ccc(Cl)cc1)c1cc2nc(-c3ccco3)cc(C(F)(F)F)n2n1	-8	1	0	4	1	-7	-6	-7	-44
COc1ccc(N(CC(=O)O)S(C)(=O)=O)cc1OC	20	1	-2	-2	7	-1	-2	6	38
O=[N+]([O-])c1ccc(Sc2nccn2Cc2ccccc2)c([N+](=O)[O-])c1	-5	-1	3	4	-2	3	2	-1	0
Cc1ccc(CNC(=O)C2CC(c3ccc([N+](=O)[O-])cc3)=NO2)cc1 (configuration not stated)	1	-4	4	-4	-8	15	3	-4	nt
O=C(Cn1nc(-c2ccc3c(c2)OCCO3)ccc1=O)Nc1cccc(NC(=O)c2ccccn2)c1	4	-1	2	8	-14	41	1	-6	1
CC1=NN(c2nc(-c3ccc(F)cc3)cs2)C(=O)C1	4	3	7	5	-12	-12	12	4	-21
CCCN1CCN(c2ncnc3scc(C4COc5ccccc5O4)c23)CC1 (configuration not stated)	-2	0	-7	0	-9	1	5	-36	6

Screening data from PubChem.
